FBW7 act: activators of human E3 ligase FBW7; Q969H0; normalized activity (activation), % at 26.1 µM; 0.13% of 650,000 active; AlphaScreen FBW7–phospho-cyclin E peptide binding, activator screen; in the data active = normalized activity above about 1.9%;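 also: purified mutant Fbw7 with reduced substrate affinity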
GPR151 activ: activates the human receptor GPR151. 1% of 650,000 active. Q8TDV0. activation, % at 11.2 µM. PathHunter beta-arrestin GPR151 cells, luminescence. AID 1508602; in the data active = activation above about 4.9%;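 also: 0% = median of compound wells and 100% = cells with positive control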
Target sequence (Q8TDV0 whole entry, looked up): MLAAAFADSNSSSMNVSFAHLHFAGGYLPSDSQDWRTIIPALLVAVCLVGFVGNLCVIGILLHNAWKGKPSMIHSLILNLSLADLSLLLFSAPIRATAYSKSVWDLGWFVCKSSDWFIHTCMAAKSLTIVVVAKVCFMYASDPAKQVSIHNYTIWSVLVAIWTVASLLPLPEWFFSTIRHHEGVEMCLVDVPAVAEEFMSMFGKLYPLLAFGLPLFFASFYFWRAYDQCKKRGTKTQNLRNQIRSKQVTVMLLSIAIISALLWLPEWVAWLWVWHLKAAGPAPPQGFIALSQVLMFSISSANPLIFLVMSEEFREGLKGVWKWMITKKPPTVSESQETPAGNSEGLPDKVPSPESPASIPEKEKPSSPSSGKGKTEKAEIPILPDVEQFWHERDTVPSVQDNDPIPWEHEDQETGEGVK
MITF primary: blocks human microphthalmia-associated transcription factor; AlphaScreen MITF homodimerization, bead proximity signal; inhibition, % at 2.6 µM; 0.91% of 650,000 active; AID 1259374; in the data active = inhibition above about 50%;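 also: 0% = vehicle wells with protein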
Target sequence (O75030 whole entry, looked up): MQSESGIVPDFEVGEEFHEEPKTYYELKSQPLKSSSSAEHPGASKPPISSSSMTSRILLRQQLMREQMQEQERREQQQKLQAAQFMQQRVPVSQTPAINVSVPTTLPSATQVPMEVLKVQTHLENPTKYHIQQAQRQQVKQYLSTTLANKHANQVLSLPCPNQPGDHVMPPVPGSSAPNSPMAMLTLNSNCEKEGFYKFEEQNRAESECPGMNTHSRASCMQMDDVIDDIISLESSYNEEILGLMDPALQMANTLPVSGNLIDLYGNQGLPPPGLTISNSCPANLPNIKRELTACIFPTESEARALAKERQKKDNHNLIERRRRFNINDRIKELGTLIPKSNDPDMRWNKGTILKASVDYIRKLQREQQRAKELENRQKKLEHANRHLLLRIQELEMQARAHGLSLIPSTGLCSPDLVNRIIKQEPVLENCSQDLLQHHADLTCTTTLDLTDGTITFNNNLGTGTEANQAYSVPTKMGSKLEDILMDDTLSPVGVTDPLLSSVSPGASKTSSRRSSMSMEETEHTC
TEAD-YAP inh: TEAD-YAP interaction inhibition; AID 1259422; 1.4% of 640,000 active; inhibition, % at 9.12 µM; HEK-TIYL cells, TEAD-Gal4/YAP UAS-luciferase luminescence; in the data active = inhibition above about 32%;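 also: 0% = median of test compound wells and 100% = reference inhibitor wells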
Numbers without * were called inactive; & = joins results of further samples.

SMILES	FBW7 act	GPR151 activ	MITF primary	TEAD-YAP inh
CN(C)c1ccc(C(=O)N2CCc3nc(-c4ccccc4)[nH]c(=O)c3C2)cc1	0.3	-0.6	19	5
NC(=O)C1CCN(c2nc3c(S(=O)(=O)c4ccccc4)nnn3c3ccccc23)CC1	0.3	0.9	14	-3
COc1cc(NC(=O)COc2cccc3ccccc23)c(OC)cc1Cl	0.3	2.8	26	9
COC(=O)c1ccccc1-n1cnc2ccccc2c1=O	0.0	-0.3	10	-3
COc1ccc(S(=O)(=O)N2CCN(CC(=O)Nc3ccc(OCc4ccccc4)cc3)CC2)cc1	-0.1	-2.4	-9	-6
CCc1cc2c(=O)c(-c3nc4ccccc4s3)coc2cc1OC(=O)c1ccc(OC)cc1	0.4	-1.4	2	-3
O=C(Nc1cccc(Cl)c1N1CCN(CCc2ccccc2)CC1)c1ccc(Br)o1	0.0	23*	0	-4
Cc1cccc(N2C(=S)SC3CS(=O)(=O)CC32)c1 (configuration not stated)	0.1	-0.9	-2	0
CCOC(=O)C1CCCN(C(=O)CCS(=O)(=O)Cc2ccccc2)C1 (configuration not stated)	0.1	-0.1	2	7
O=C1NC(=O)C(=Cc2ccc(OC(=O)c3ccco3)c(Cl)c2)C(=O)N1	-0.8	0.6	12	8
CCOc1cc(Br)cc(/C=C2/NC(=O)N(Cc3ccccc3F)C2=O)c1O	-0.1	2.0	9	-8
O=C(NCCc1nnc2ccc(SCc3ccccc3)nn12)c1ccccc1	-0.2	0.5	-11	6
Clc1ccc(OCCCCn2ccnc2)c(Cl)c1	0.0	-1.2	13	-2
COc1ccc(N2CCN(C(=O)c3cccn4c(=O)c5ccccc5nc34)CC2)cc1	-0.1	-0.1	-2	-11
CC(C)NC(=O)C1CCN(C2CCN(Cc3nc(C(C)C)cs3)CC2)CC1	0.7	3.9	6	3
COCCn1c(=O)n(CC(=O)N(C)C)c2cccnc21	0.2	0.6	-11	-1
COC(=O)c1ccc(C2C3=C(CCCC3=O)Nc3c2c(=O)n(C)c(=O)n3C)cc1 (configuration not stated)	-0.1	-0.7	-10	-2
C/C(=N\NC(=O)c1cc2ccccc2cc1O)c1ccccc1C(=O)O	-0.1	1.7	-11	6
CCOc1ccc(C(=O)Nc2ccc(NC(=O)c3cccc(Cl)c3)cc2)cc1Br	-0.1	0.6	11	0
CC1=CC2=NC(C(F)(F)F)(C(F)(F)F)N=C(c3ccco3)N2C=C1	0.0	-0.6	10	-2
NC(=O)c1c(NC(=O)Cn2cc(C(F)(F)F)cc(Cl)c2=O)sc2c1CCCC2	0.1	-0.2	0	2
C=CCN1C(=O)CC(C(=O)OC)C12CCN(Cc1cccc(C)c1)CC2 (configuration not stated)	0.1	1.0	-11	-5
O=C(NCCCN1CCCCC1)NC1CC(=O)N(c2ccc(F)cc2)C1 (configuration not stated)	0.2	-1.0	14	0
COc1ccc(NC(=O)CSc2nc(O)cc(=O)n2C)cc1	-0.1	-1.3	13	11
O=C(Nc1nc(CCC(=O)N2CCN(c3ccccc3F)CC2)cs1)c1ccco1	0.0	-0.9	12	-3
(continued)
SMILES	FBW7 act	GPR151 activ	MITF primary	TEAD-YAP inh
CCCCN(Cc1ccccc1)C(=O)CCc1nnc(-c2cc(C)oc2C)o1	0.3	-0.5	-16	-46
O=C(C1CC(c2ccc(Cl)cc2)=NO1)N1CCCC1 (configuration not stated)	-0.1	-0.4	-7	-67
COc1ccccc1NC(=O)N1CCC2(CC1)OCCc1c2[nH]c2ccccc12	-0.4	-0.4	6	-4
CCc1cccc(CC)c1N(COC)C(=O)Cn1c(CCCO)nc2ccccc21	0.5	3.9	4	-17
CCCn1c2ccccc2c2cnn(CC(=O)NCc3ccc(F)cc3)c(=O)c21	-0.1	3.7	-12	4
COC(=O)c1ccc(CSc2ccc3nnc(-c4ccc(OC)cc4)n3n2)o1	0.1	1.0	4	10
CCC1=NC(c2ccccc2O)N(O)C1(C)C (configuration not stated)	-0.1	-0.7	-12	1
Brc1ccc2nc(N3CCCC3)sc2c1	-0.1	-3.1	4	-71
O=C(Cn1nnc2ccccc21)Nc1cccc(Cl)c1	0.0	0.9	3	-11
CCC1CCCCN1CCCNC(=O)c1ccc2c(c1)NC(=O)CS2 (configuration not stated)	-0.3	0.2	0	2
O=C(NCCSc1ccccc1)c1ccc2ccccc2n1	0.4	-3.1	17	1
O=C(NCc1ccncc1)c1c(O)c2cccc3c2n(c1=O)CCC3	0.0	-0.8	-8	-5
CCc1ccccc1NC(=O)Nc1nnc(N2CCCCC2)s1	-0.1	-0.5	3	-7
O=[N+]([O-])c1ccccc1S(=O)(=O)NCc1cccs1	0.1	0.4	11	15
N#C/C(=C/c1ccccc1)C(=O)Nc1ccc(O)cc1	0.2	-0.9	10	2
Cc1ccc(N=CC2=C(O)CC(C)(C)CC2=O)nc1	0.1&0.1	2.2&-1.9	-3&18	2&-5
CCOc1ccc2c(=O)c(-c3ccccc3)coc2c1C	0.6	-3.9	10	14
CCOC(=O)C(C#N)N=Nc1ccccc1Cl (configuration not stated)	-0.1	1.1	-4	-11
CCN(c1cccc(C)c1)S(=O)(=O)c1ccc2c(c1)n(C)c(=O)c(=O)n2C	0.1	0.2	9	-9
CCCC(C)c1nnc(NC(=O)c2ccc(C)cc2)s1 (configuration not stated)	0.1	2.0	-14	-36
COc1ccc(Br)cc1C1=N/C(=C\c2cc(OC)c(OC)c(OC)c2)C(=O)O1	0.1	-0.5	-6	-4
O=C1CCCN1CCCNc1nc(Nc2ccc(N3CCOCC3)cc2)nc2c1ncn2-c1ccccc1	-0.2	1.1	11	17
COc1ccc(C2Nn3c(C)nnc3SC2C(=O)c2ccc(Cl)cc2)cc1 (configuration not stated)	0.0	0.5	6	4
Cc1cccc(S(=O)(=O)Nc2cccc(-c3cn4ccc(C)cc4n3)c2)c1	0.1	0.6	4	-20
COc1ccc(CC(=O)Nc2ccc(S(=O)(=O)N3CCOCC3)cc2)cc1OC	0.0	2.1	9	4

Part of the list above in order of SMILES length, low to high:
SMILES	FBW7 act	GPR151 activ	MITF primary	TEAD-YAP inh
CCCCN(Cc1ccccc1)C(=O)CCc1nnc(-c2cc(C)oc2C)o1	0.3	-0.5	-16	-46
CCc1cccc(CC)c1N(COC)C(=O)Cn1c(CCCO)nc2ccccc21	0.5	3.9	4	-17
COc1ccccc1NC(=O)N1CCC2(CC1)OCCc1c2[nH]c2ccccc12	-0.4	-0.4	6	-4

Further compounds
SMILES	FBW7 act	GPR151 activ	MITF primary	TEAD-YAP inh
O=c1c2[nH]c3ccccc3c2ncn1/N=C/c1ccccc1	0.2	-0.5	-5	3
Cc1ccc(/C=C2\N=C(c3ccc(F)cc3)OC2=O)cc1	-0.1	-0.4	-6	3
CCC1(CC)Cc2ccccc2C(C2=C(O)CC(C)(C)CC2=O)=N1	-0.1	0.4	12	-5
CCOC(=O)CC(=O)c1cc(OC)c(OC)c(OC)c1	-0.1	0.0	-2	0
CCOC(=O)c1ccccc1NC(=O)Cn1ncc2c(=O)oc3ccc(C)cc3c21	-0.2	0.3	-10	-2
COCC(C)n1c(COc2ccccc2F)n[nH]c1=S (configuration not stated)	0.0	1.2	-12	-8
CC(C)(CO)Nc1nc(N2CCCC2)nc(N2CCCC2)n1	-0.2	0.1	6	-3
CC(C)N(C(=O)Cn1cc(SCC(=O)N2CCCCC2)c2ccccc21)C(C)C	-0.1	-0.6	0	-9
Cc1ccc(NS(=O)(=O)c2cc(C(=O)Nc3ccccc3)ccc2Cl)cc1	-0.2	2.4	2	31
CN1C(=O)/C(=C\c2ccc(C(C)(C)C)cc2)N(C)C1=S	0.4	-0.6	9	-4
N#CC1=C(N)n2c(s/c(=C\c3c(F)cccc3Cl)c2=O)=C(C#N)C1c1c(F)cccc1Cl (configuration not stated)	0.1	-0.2	-2	9
Cc1ccc(NC(=O)C(=O)NCCc2c[nH]c3ccccc23)cc1Cl	0.7	-0.7	6	-3
Cc1ccc(C)c(C(=O)CC2(O)C(=O)N(Cc3ccccc3)c3ccccc32)c1 (configuration not stated)	0.8	-0.5	23	-2
CCOc1ccccc1NC(=O)Cc1ccc(F)cc1	-0.1	-0.5	-5	4
COC(=O)c1sc(NC(=O)CSc2nc3cc(OC)c(OC)cc3cc2C)nc1C	0.0	-0.2	4	-2
CNC(=O)COC(=O)/C=C/c1cccc(F)c1	0.0	-0.6	10	6
Cc1ccc2c(c1)N(Cc1c(C)noc1C)C(=O)C(C)O2 (configuration not stated)	-0.1	1.4	14	3
CCc1cc2c(cc3c(=O)n(CC(=O)NCCOC)nc(CC)n32)s1	0.2	-0.3	-19	-9
CCOc1cc(/C=C2/SC(=N)N(c3cc(C)ccc3C)C2=O)ccc1OCc1ccccc1F	0.0	0.5	4	4
COC(=O)C1(CO)NC(c2cccc(F)c2)C2C(=O)N(c3ccccc3)C(=O)C21 (configuration not stated)	0.4	-2.5	21	4
Fc1cc(-c2nc(Nc3ccc(-c4cnco4)cc3)ncc2F)cc(N2CCOCC2)c1	0.6	0.9	9	2
COc1ccccc1NS(=O)(=O)c1ccc(Oc2ccc([N+](=O)[O-])cc2)cc1	0.1	-0.8	8	15
Cc1ccc(C(=O)C(C)OC(=O)c2ccccc2O)cc1 (configuration not stated)	0.5	0.1	-67	-57
COc1ccc(CNC(=O)c2ccc(N3CC4CC(C3)c3cccc(=O)n3C4)c(NC(=O)/C=C/c3ccccc3)c2)cc1 (configuration not stated)	0.1	0.0	6	10
CCOc1ccc(NC(=O)CNCc2ccccc2)cc1	0.0	-1.7	5	-49
(more compounds)
SMILES	FBW7 act	GPR151 activ	MITF primary	TEAD-YAP inh
Cc1cc(=O)c(C(=O)NC(C)C)c(Cc2cccc(F)c2)n1CCCN1CCOCC1	-0.1	-0.3	-1	-1
CSc1cccc(NC(=O)c2cn(C)c(=O)c3ccccc23)c1	0.2	0.2	9	8
COc1ccccc1-n1c(=O)[nH]c2c(C(N)=O)nc(-c3ccc(C)cc3)nc21	0.8	-1.4	13	-1
N#Cc1c(-c2ccc(O)cc2)c(C#N)c2nc3ccccc3n2c1N	0.0	0.9	6	11
CC1=NN(C(=O)c2ccco2)C(O)(c2ccncc2)C1 (configuration not stated)	0.0	-0.6	7	-41
Cc1cc(C2(C(F)(F)F)NCCNC2=O)cc(C)c1O (configuration not stated)	0.1	0.0	6	-2
O=C1[C@@H]2CCCN2C(=O)[C@H]2CN(Cc3ccc(Cl)cc3)CCN12	-0.1	1.2	2	-2
O=C(CSc1nnc(NC(=O)c2ccc([N+](=O)[O-])cc2)s1)Nc1ccc(Br)cc1	-0.2	0.0	-2	-6
COc1cc2ccccc2cc1C(=O)Nc1ccc2oc(-c3ccc(F)cc3Cl)nc2c1	-0.2	-1.2	-2	-15
CCOc1ccccc1NC(=O)C(C)NS(=O)(=O)c1ccc(C)cc1 (configuration not stated)	0.3	0.3	-19	3
CCC(C)NC(=O)CN1C(=O)C(CC)Sc2ccccc21 (configuration not stated)	0.1	-0.1	-9	0
C=CCNC(=O)CN(c1ccc(F)c(Cl)c1)S(C)(=O)=O	0.0	3.6	-12	-3
CN(Cc1ccccc1)S(=O)(=O)c1nnc(NC(=O)c2ccc(F)cc2)s1	-0.1	1.3	-6	1
CC(=O)C1=C(c2ccccc2)OC(N)=C(C#N)C1c1ccccc1F (configuration not stated)	-0.1	-0.8	-6	4
CCn1cc(C(=O)N2CCC[C@@H](Cn3cc(C(=O)NCCOC)nn3)C2)cn1	0.0	0.3	6	-3
Cc1cc(C(F)(F)F)c(C#N)c(SCc2nnc(-c3ccccc3)o2)n1	-0.2	-1.5	0	41*
CCOc1ccc(-n2c(SCC(=O)Nc3ccc(OC)cc3)nc3c(c2=O)SCC3)cc1	0.0	-1.2	10	9
Cc1cccc2sc(=NC(=O)c3ccc(S(=O)(=O)N(C)C)cc3)n(C)c12	-0.2	-0.8	-4	4
C=CCOC(=O)C1=C(C)N=c2s/c(=C3/C(=O)N(C)c4ccccc43)c(=O)n2C1c1ccccc1 (configuration not stated)	0.2	-1.4	12	9
COc1ccc(-c2nc3c(n2O)CCc2nonc2-3)cc1OC	0.3	-0.9	8	1
COc1ccc(CNC(=O)c2c(C(F)(F)F)nc3ccc(C)cn23)cc1OC	0.7	-1.2	-3	4
N#CC1=C(N)OC2=C(C(=O)CC(c3ccco3)C2)C1c1ccc(OC(=O)N2CCOCC2)cc1 (configuration not stated)	0.4	-2.4	3	18
C=COCCNC(=O)C(=O)Nc1cc(C)ccc1C	0.2	-0.5	6	0
COc1ccc(C(=O)N=c2sc3c(OC)ccc(OC)c3n2C)cc1OC	0.0	3.9	2	-18
COC(=O)c1c(NC(=O)COc2ccc(C(C)(C)C)cc2)sc2c1CCC(C)C2 (configuration not stated)	0.0	-1.1	3	3
CCSc1ccccc1C(=O)Nc1nc2ccccc2c(=O)[nH]1	0.5	0.7	4	-9
O=C(NCCc1csc2nc(-c3ccc(F)cc3)nn12)c1ccccc1F	0.0	1.2	3	11

Full records, looked up by structure. Order of values: FBW7 act, GPR151 activ, MITF primary, TEAD-YAP inh
COc1ccccc1-n1c(=O)[nH]c2c(C(N)=O)nc(-c3ccc(C)cc3)nc21 reads 0.8, -1.4, 13, -1
CCOc1ccccc1NC(=O)C(C)NS(=O)(=O)c1ccc(C)cc1 (configuration not stated) reads 0.3, 0.3, -19, 3
COc1ccc(C(=O)N=c2sc3c(OC)ccc(OC)c3n2C)cc1OC reads 0.0, 3.9, 2, -18
CCSc1ccccc1C(=O)Nc1nc2ccccc2c(=O)[nH]1 reads 0.5, 0.7, 4, -9
CC1=NN(C(=O)c2ccco2)C(O)(c2ccncc2)C1 (configuration not stated) reads 0.0, -0.6, 7, -41

Screening results from PubChem.
